From PubChem
GalR3 antagonist: antagonists of human GalR3 | HEK293 GalR3-CNG cAMP membrane potential fluorescence; galR3 body fused to GalR1 C-terminus | AID 651719 | hit rate 0.44% among 360,000 | inhibition, % at 3 µM | O60755;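 active means inhibition above the screen-wide average plus 3 SD, cut at about 13% in these data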;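 further: forskolin and galanin both at EC90 stimulate the cells; cAMP rise reported by CNG channel membrane potential dye signal; 0% = forskolin plus galanin with DMSO and 100% = forskolin alone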
Target sequence (O60755 1-299 limits assumed): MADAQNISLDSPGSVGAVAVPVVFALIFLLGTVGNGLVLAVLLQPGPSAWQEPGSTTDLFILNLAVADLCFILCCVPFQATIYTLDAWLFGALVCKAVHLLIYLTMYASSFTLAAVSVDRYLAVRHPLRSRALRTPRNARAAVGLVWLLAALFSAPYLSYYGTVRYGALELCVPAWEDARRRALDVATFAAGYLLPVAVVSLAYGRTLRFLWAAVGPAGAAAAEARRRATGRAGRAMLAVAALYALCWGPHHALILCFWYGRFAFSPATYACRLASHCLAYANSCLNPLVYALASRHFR
OXTR ag: human OXTR agonism. P30559. hit rate 0.32% among 320,000. activation, % at 3 µM. CHO-OTR cells, Fluo-8 calcium fluorescence; normalized: DMSO 0%, oxytocin 100%;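 active means activation above the mean of all tested compounds plus 3 SD, cutoff set per screening run, cut at about 20% in these data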;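 further: peak over basal fluorescence ratio from a 100 s FLIPR kinetic read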
Target sequence (P30559 whole entry, looked up): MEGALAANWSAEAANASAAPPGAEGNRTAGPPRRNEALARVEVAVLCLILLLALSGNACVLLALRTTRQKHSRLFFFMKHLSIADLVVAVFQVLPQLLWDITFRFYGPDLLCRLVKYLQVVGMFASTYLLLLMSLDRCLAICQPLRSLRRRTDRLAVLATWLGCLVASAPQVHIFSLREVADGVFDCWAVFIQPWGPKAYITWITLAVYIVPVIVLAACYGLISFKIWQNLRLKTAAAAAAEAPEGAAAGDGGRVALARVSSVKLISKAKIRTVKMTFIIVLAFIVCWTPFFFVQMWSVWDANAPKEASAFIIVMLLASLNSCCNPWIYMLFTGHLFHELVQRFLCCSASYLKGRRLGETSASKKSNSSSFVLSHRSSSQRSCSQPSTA
VIM-2 inhibitor: inhibitors of Pseudomonas aeruginosa VIM-2 metallo-beta-lactamase | hit rate 0.89% among 290,000 | inhibition, % at 5.6 µM | purified VIM-2, nitrocefin hydrolysis, epi-absorbance fluorescence;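 active means inhibition above the mean of all tested compounds plus 3 SD, cutoff set per screening run, cut at about 7.5% in these data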;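 further: red hydrolysis product quenches plate fluorescence so inhibitors raise well fluorescence; 0% = enzyme with DMSO and 100% = DMSO without enzyme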
HCV NS3 hel inh: HCV NS3 helicase inhibition; NS3 helicase DNA unwinding, Cy5 molecular beacon fluorescence; inhibition, % at 10.9 µM; hit rate 0.56% among 290,000; AID 1800;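 active means inhibition above the mean of all tested compounds plus 3 SD, set per campaign, cut at about 35% in these data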;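 further: 0% = DMSO wells and 100% = thioflavine S control wells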
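System: HCV NS3 helicase fragment; control set: DMSO and thioflavine S; technique: Cy5 fluorescence at 0 and 60 min, beacon hairpin quenching; reagent: beacon DNA duplex substrate plus ATP; replicates: singlicate; schedule: 1 h reaction at 25 °C, ATP-initiated; medium: MOPS buffer pH 6.5 with MgCl2, DTT, Tween20, BSA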
IMP-1 inhibitor: inhibitors of Pseudomonas aeruginosa IMP-1 metallo-beta-lactamase | purified IMP-1, nitrocefin hydrolysis, epi-absorbance fluorescence | inhibition, % at 5.6 µM | hit rate 0.45% among 290,000;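 active means inhibition above the mean plus 3 SD of all compounds in the same screening run, cut at about 4.5% in these data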;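 further: 0% = IMP-1 with DMSO and 100% = DMSO wells lacking enzyme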
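System – purified recombinant IMP-1 beta-lactamase · Input – IMP-1 dispensed at 0.2 nM · Timing – 15 min preincubation plus 25 min reaction at 25 °C · Signal – Epi-absorbance fluorescence, 480 nm excitation, 530 nm emission · Measure – percent IMP-1 inhibition derived from blank-referenced optical density · Controls – Enzyme-plus-DMSO low control, enzyme-free DMSO high control · Replication – singlicate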
GPR7 antag: antagonists of human GPR7 (neuropeptides B/W receptor 1) | GPR7-expressing cells, fluorescence antagonist assay | inhibition, % at 4.4 µM | hit rate 1.1% among 290,000 | AID 1861; in the data active means inhibition above about 16%, passing the limit was not always enough;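 further: cells stimulated with the agonist NPW; 0% = agonist with vehicle and 100% = vehicle without agonist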
V1aR counter: counter-screen for oxytocin receptor agonists: human V1a receptor agonists; P37288; CHO-V1R cells, Fluo-8 calcium fluorescence, agonist mode; 0% DMSO, 100% 3 nM vasopressin; activation, % at 3 µM; hit rate 0.25% among 320,000;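 active means activation above the mean activation of all tested compounds plus 3 SD, per screening run, cut at about 20% in these data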;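 further: signal is peak over basal fluorescence ratio across a 100 second FLIPR read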
PHOSPHO1 block: PHOSPHO1 (human) inhibition; Q8TCT1; recombinant PHOSPHO1, absorbance phosphatase assay; inhibition, % at 13.3 µM; hit rate 1.1% among 290,000; AID 1565; in the data active means inhibition above about 60%
DNA FID counter: displaces DNA intercalator in HCV helicase counter-screen; DNA fluorescent intercalator displacement, fluorescence; inhibition, % at 7.9 µM; hit rate 0.17% among 290,000; AID 1845; in the data active means inhibition above about 37%;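 further: 0% = vehicle and 100% = reference compound; higher means more ethidium bromide displaced from hairpin DNA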
* hit, by the source's call; x = not tested or not shown.

SMILES | GalR3 antagonist | OXTR ag | VIM-2 inhibitor | HCV NS3 hel inh | IMP-1 inhibitor | GPR7 antag | V1aR counter | PHOSPHO1 block | DNA FID counter
COC(=O)/C(C#N)=C1/SC=C(C)N1c1ccccc1 | -4 | 0.3 | -1.5 | -7 | -0.2 | 1 | -0.2 | 17 | -3
OCCN(CCO)CC(O)COCCC12CC3CC(CC(C3)C1)C2 (stereo not given) | 2 | 3.4 | -1.3 | -12 | -0.5 | -7 | 1.2 | 11 | 7
CCOC(=O)CSc1cc(CS(=O)(=O)c2ccccc2)nc(-c2ccccc2)n1 | -3 | 1.0 | -1.0 | -4 | -2.2 | -2 | 0.3 | 18 | -4
COc1ccc(NC(=O)CSc2nc3ccccc3c(=O)n2CCCN2CCCCC2)c(OC)c1 | -7 | 1.4 | -1.1 | -3 | -4.7 | 14 | 1.3 | 17 | 22
O=C(COC(=O)c1cccc(Br)c1)NCCc1ccc(F)cc1 | -3 | -2.0 | 0.4 | -11 | -0.2 | 16 | 0.0 | 1 | -13
COc1ccc(C2CC(=O)C3=C(C2)Nc2ccccc2N(C(C)=O)C3c2ccco2)cc1 (stereo not given) | -7 | -1.3 | -3.8 | -6 | -2.7 | -1 | 0.4 | 2 | -28
Cc1ccc(/C=C2/SC(=S)N(CC(=O)Nc3ncc(Cc4ccc(C)cc4)s3)C2=O)cc1 | -2 | 0.4 | -5.2 | 4 | -2.4 | 9 | 0.2 | -9 | -4
COc1ccc(CNC(=O)CN(C(=O)CCC(=O)Nc2ccccn2)c2cc(C)ccc2C)cc1 | -2 | 3.6 | -0.4 | -9 | -2.9 | 13 | 1.5 | 32 | -40
O=C(/C=C/c1ccc(S(=O)(=O)N2CCOCC2)cc1)N1CCN(c2ccccc2)CC1 | 1 | 0.7 | -1.1 | -2 | -0.8 | -10 | 2.1 | 36 | -11
O=C(O)[C@H](Cc1ccccc1)NC(=O)C(c1ccccc1)(c1ccccc1)c1ccccc1 | 2 | -1.2 | -0.6 | 5 | -3.4 | -13 | 0.5 | -33 | -29
CC(=O)C1=C(c2ccccc2)N(C(C)=O)n2c(C)nnc2S1 | -10 | -1.9 | -3.8 | -3 | -4.4 | 5 | -2.3 | 16 | -8
CC1CCCCC1NC(=O)c1cn(C)c2ccc(S(=O)(=O)N3CCCC3)cc2c1=O (stereo not given) | 2 | 1.2 | -4.3 | -1 | -2.8 | -11 | 0.6 | -7 | -12

3 of the entries above in order of the GPR7 antag value, highest first.
Structure,GPR7 antag
COc1ccc(NC(=O)CSc2nc3ccccc3c(=O)n2CCCN2CCCCC2)c(OC)c1,14
Cc1ccc(/C=C2/SC(=S)N(CC(=O)Nc3ncc(Cc4ccc(C)cc4)s3)C2=O)cc1,9
CCOC(=O)CSc1cc(CS(=O)(=O)c2ccccc2)nc(-c2ccccc2)n1,-2

Ordered by number of heavy atoms (lowest first): some entries from above
SMILES | GalR3 antagonist | OXTR ag | VIM-2 inhibitor | HCV NS3 hel inh | IMP-1 inhibitor | GPR7 antag | V1aR counter | PHOSPHO1 block | DNA FID counter
COC(=O)/C(C#N)=C1/SC=C(C)N1c1ccccc1 | -4 | 0.3 | -1.5 | -7 | -0.2 | 1 | -0.2 | 17 | -3
CCOC(=O)CSc1cc(CS(=O)(=O)c2ccccc2)nc(-c2ccccc2)n1 | -3 | 1.0 | -1.0 | -4 | -2.2 | -2 | 0.3 | 18 | -4
O=C(/C=C/c1ccc(S(=O)(=O)N2CCOCC2)cc1)N1CCN(c2ccccc2)CC1 | 1 | 0.7 | -1.1 | -2 | -0.8 | -10 | 2.1 | 36 | -11

Compounds above that contain four or more nitrogen atoms (3):
SMILES | GalR3 antagonist | OXTR ag | VIM-2 inhibitor | HCV NS3 hel inh | IMP-1 inhibitor | GPR7 antag | V1aR counter | PHOSPHO1 block | DNA FID counter
COc1ccc(NC(=O)CSc2nc3ccccc3c(=O)n2CCCN2CCCCC2)c(OC)c1 | -7 | 1.4 | -1.1 | -3 | -4.7 | 14 | 1.3 | 17 | 22
COc1ccc(CNC(=O)CN(C(=O)CCC(=O)Nc2ccccn2)c2cc(C)ccc2C)cc1 | -2 | 3.6 | -0.4 | -9 | -2.9 | 13 | 1.5 | 32 | -40
CC(=O)C1=C(c2ccccc2)N(C(C)=O)n2c(C)nnc2S1 | -10 | -1.9 | -3.8 | -3 | -4.4 | 5 | -2.3 | 16 | -8

The listing continues.
SMILES | GalR3 antagonist | OXTR ag | VIM-2 inhibitor | HCV NS3 hel inh | IMP-1 inhibitor | GPR7 antag | V1aR counter | PHOSPHO1 block | DNA FID counter
OC(CNC1Cc2ccccc2C1)COc1ccc(Cl)cc1 (stereo not given) | -5 | 9.4 | -0.4 | -31 | -3.0 | -1 | 4.8 | 23 | 14
Cc1ccccc1CS(=O)(=O)Cc1ccc(C(=O)N2CCOCC2)o1 | -3 | 0.5 | -3.0 | 3 | -3.3 | -16 | 1.4 | 5 | -14
CCCC(=O)Nc1ccc2c(c1)C(=O)N(CCC(=O)O)C2=O | -3 | 0.3 | -4.9 | 5 | -5.4 | -16 | 0.4 | 16 | 1
CSc1ccccc1OCc1cc(C(=O)NCCn2ccnc2C)no1 | -5 | -0.1 | 0.5 | -4 | -1.5 | -13 | 0.4 | 31 | 9
N=C1/C(=C/c2ccc(OCc3ccccc3)cc2)C(=O)N=C2SC(CC(=O)N3CCOCC3)=NN12 | -8 | -1.0 | -5.1 | 25 | -2.6 | 27 | 0.8 | 22 | -21
O=C1NC(=Nc2ccc(Cl)cc2)SC1Cc1cccc(Cl)c1Cl (stereo not given) | -4 | -1.9 | -1.5 | -1 | -2.8 | -1 | -0.1 | -4 | -3
C/C(=N\Nc1cc(C)nc(-c2ccccc2)n1)c1cccc([N+](=O)[O-])c1 | -8 | -1.1 | -5.6 | -7 | -2.7 | -6 | -0.6 | 45 | -1
COc1ccc(S(=O)(=O)NCCN2CCOCC2)c2ccccc12 | -2 | 1.4 | 1.8 | -7 | 0.8 | -2 | 1.2 | 9 | -1
CC(=O)N1CCc2cc(C(=O)CN3CCN(c4cccc(Cl)c4)CC3)ccc21 | x | 1.5 | -3.4 | -1 | -2.4 | -3 | 0.9 | -22 | -5
COc1ccc(OCc2n[nH]c(=S)n2Cc2ccco2)cc1 | -2 | 1.1 | -3.4 | 7 | -3.0 | -3 | 1.5 | 57 | -10
Cc1nc(SCC(=O)c2ccccc2)[nH]c(=O)c1Oc1ccc(Cl)cc1 | -2 | -2.7 | -2.4 | 29 | -2.3 | -10 | 0.0 | 16 | -24
CN(C)Cc1c(C(=O)N/N=C/c2ccc(OCc3ccc(F)cc3)cc2)nnn1-c1nonc1N | 4 | 1.8 | 0.8 | -5 | -6.3 | 0 | 3.0 | 7 | -6

Some values from the results shown:
CSc1ccccc1OCc1cc(C(=O)NCCn2ccnc2C)no1 – V1aR counter: 0.4
CC(=O)N1CCc2cc(C(=O)CN3CCN(c4cccc(Cl)c4)CC3)ccc21 – HCV NS3 hel inh: -1
COc1ccc(OCc2n[nH]c(=S)n2Cc2ccco2)cc1 – IMP-1 inhibitor: -3.0
